SKBR3 24h inh: SK-BR-3 proliferation inhibitors, primary screen, cell-based, human, 24 h | AID 847, 2007 | SK-BR-3 viability, CellTiter-Glo ATP luminescence; active compounds read low | 41,000 compounds, 0.47% hits | viability, % at 10 µM;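 active means viability at or below the median of all test compounds minus 3 SD, in both replicates if run twice, cut at about 45% in these data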;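 further: 100% = median untreated cell wells and 0% = median positive control drug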
* = called active by the depositor. An excerpt; count on the stated rates, not on these rows.

SMILES	SKBR3 24h inh
CCc1ccc2[nH]c(=O)c(C(c3nnnn3CCOC)N3CCN(c4ccccc4)CC3)cc2c1 (stereo unspecified)	94.9
Cn1c(=O)c2c(nc(CN3CCOCC3)n2CCN2CCOCC2)n(C)c1=O	87.2
Cc1c(Cl)cccc1NC(=O)CC(NCCN1CCOCC1)C(=O)O (stereo unspecified)	110.7
COc1ccc(NC(=O)c2c(-c3ccccc3)noc2C)c(OC)c1	83.6
CC(C)OP(=O)(c1ccc(N(C)C)cc1)C(O)c1ccccc1F (stereo unspecified)	105.6
CCOC(=O)CCC(=O)N1CCOCCN(C(=O)CCC(=O)OCC)CCOCC1	74.3
CO[C@H]1C=CO[C@@]2(C)Oc3c(C)c(O)c4c(O)c(c(C=NN5CCN(C)CC5)c(O)c4c3C2=O)NC(=O)C(C)=CC=C[C@H](C)[C@H](O)[C@@H](C)[C@@H](O)[C@@H](C)[C@H](OC(C)=O)[C@@H]1C	100.3
CCn1c2ccccc2c2cc(NC(=O)CCCN3C(=O)CCC3=O)ccc21	83.8
N#Cc1cn(CC(=O)NCC2CCCO2)c2ccccc12 (stereo unspecified)	106.8
Cc1ccc(C(=O)CCNc2ccccc2)o1	93.4
COc1ccc(S(=O)(=O)N(CC(=O)NCc2ccco2)C2CCCCC2)cc1OC	83.8
OCCN1CCN(c2ncnc3c2sc2nc(N4CCOCC4)c4c(c23)CCC4)CC1	85.5
COc1cc(C2N(c3ccc(Cl)c(Cl)c3)C(=O)C3CCCN32)cc(OC)c1OC (stereo unspecified)	80.2
Cc1nn(-c2ccccc2)c(CC(C)(C)C(=O)O)c1C(=O)O	93.2
COc1cc2c(C(=O)N3CCCc4ccccc43)cn(C)c(=O)c2cc1OC	103.2
CCOC(=O)c1ccc(-n2c(=O)[nH]c3ccccc3c2=O)cc1	86.6
CC(=O)Oc1ccc(NC(=O)C2CCCCC2)c(C(=O)O)c1	92.0
N#C/C(C(=O)c1ccccc1)=C1/CCCCCN1	85.8
CCOC(=O)Cc1nnn(CC(=O)OCC)n1	96.1
Cc1cc2c(c(=O)n1CC1CCCO1)C(c1ccco1)C(C#N)=C(N)O2 (stereo unspecified)	110.0
O=C(Nc1ccccc1)N1C(=O)C2(OCCO2)c2ccccc21	82.0
Brc1ccc(CSc2nnc(-c3ccccn3)n2Cc2ccco2)cc1	84.6
CC(=O)C1=C(C)NC(=O)NC1c1ccccc1 (stereo unspecified)	65.3
Cn1ncc(C#N)c1/N=C/N(Cc1ccccc1)Cc1ccccc1	80.9
Cc1c(C(=O)O)oc2c1ccc1ccccc12	95.1
Cc1nc2cc(-c3ccc(F)cc3)nn2c(N2CCOCC2)c1C	89.5
COc1ccc(N(Cc2cc3ccc(C)cc3[nH]c2=O)C(=O)c2ccco2)cc1	75.6
Cn1c(=O)c2c(nc(Sc3n[nH]c(N)n3)n2Cc2ccccc2Cl)n(C)c1=O	87.0
CN(C)S(=O)(=O)Nc1ccccc1C(N)=O	103.3
Cc1ccc(Nc2nc(N)nc(CSc3nnnn3-c3ccccc3)n2)cc1	98.5
C=CCNC(=O)CCCCC(=O)NCC=C	111.6
CCOc1ccc(Nc2oc(Cc3ccccc3)nc2C#N)cc1	87.1
CCn1nnc(NC(=O)c2cccnc2)n1	128.8
O=C(NCCc1ccc(S(=O)(=O)N2CCCC2)cc1)c1cccs1	91.0
COC(=O)c1ccc(OCC(O)CN(CC(C)C)CC(C)C)cc1 (stereo unspecified)	79.2
O=C(CSc1ncn(-c2ccccc2)n1)Nc1ccc2c(c1)OCCO2	97.4
CC1=C(C(=O)N2CCOCC2)C(c2cccs2)NC(=O)N1 (stereo unspecified)	100.2
Cc1ccccc1NC(=O)c1ccc(NC(=O)c2ccco2)cc1	88.1
CCOc1ccc2[nH]c(=O)c(CN(CCO)C(=O)c3ccccc3F)cc2c1	81.7
O=C(CN1CC(c2ccccc2)CC1=O)OCc1ccccc1F (stereo unspecified)	100.7
CCC1(C)Cc2c(sc3nc4n(c(=O)c23)CCS4)CO1 (stereo unspecified)	68.8
CC(C)Cc1nc2oc3c(NCC4CCCO4)ncnc3c2c2c1CCC2 (stereo unspecified)	90.5
O=C(COC(=O)c1ccc(Br)o1)NCc1ccco1	89.6
O=C(NCC1CCCO1)c1ccccc1-c1nc(-c2ccc(Cl)cc2)no1 (stereo unspecified)	76.2
Cc1ccccc1N(C(=O)Cn1nnc2ccccc21)C(C(=O)NCc1ccco1)c1ccncc1 (stereo unspecified)	81.9
CC(=O)c1cccc(S(=O)(=O)N(CCCO)Cc2cc3ccc(C)cc3[nH]c2=O)c1	99.4
Nc1cc(N)nc(SCCN2CCCCC2)n1	90.3
COC(=O)[C@H](CCSC)NC(=O)Nc1ccc(C)c(C)c1	83.0
CC(C)[C@H](NC(=O)[C@@H]1CSCN1C(=O)OC(C)(C)C)C(=O)NCC1CCC(C(=O)O)CC1 (stereo partly specified)	94.0
O=c1c2ccccc2nc(SCc2ccccc2)n1Cc1ccco1	95.3
CCN(CC)CCN1C(=O)C(=O)/C(=C(/O)c2c(C)[nH]c(C(=O)OC)c2C)C1c1ccc(OC)cc1 (stereo unspecified)	82.5
O=C(NCc1ccco1)C(c1ccc(F)cc1)N(CC1CCCO1)C(=O)Cn1nnc2ccccc21 (stereo unspecified)	78.9
CCOc1ccccc1-c1nnc(SCC(=O)NC2CC3CCC2C3)n1CC (stereo unspecified)	94.0
Cc1cc2oc(=O)cc(C)c2c(=O)o1	101.2
c1ccc(-c2nc3nc4ccccc4nc3n2Cc2ccco2)cc1	89.0
CCN(CC)S(=O)(=O)c1ccc(C(=O)NCc2n[nH]c(=S)n2Cc2ccccc2)cc1	88.2
O=C(CC1CCCCC1)N1CCN(c2ccccn2)CC1	91.3
O=C(CSc1ccccn1)N1CCN(c2ccccc2)CC1	89.3
O=C(Cn1cnc2ccccc21)OCC(=O)N1CCc2ccccc2C1	74.3
CN(C)CCOc1nc(-c2ccccc2)nc2c1oc1ccccc12	44.4

Brought forward from above: 2 compounds, then new ones.
SMILES	SKBR3 24h inh
O=C(Cn1cnc2ccccc21)OCC(=O)N1CCc2ccccc2C1	74.3
CN(C)CCOc1nc(-c2ccccc2)nc2c1oc1ccccc12	44.4
O=C1CCC(=O)N1c1ccc(CSc2nc3ccccc3[nH]2)cc1	100.2
FC(F)C(F)(F)C1=CC(c2cccs2)=NCCN1	78.0
CCCC(=O)CN1C(=O)C2(OCCO2)c2ccccc21	103.4
O=C(Nc1ccc(Br)c2cccnc12)c1ccc(Cn2cc(Cl)cn2)o1	77.1
CCS(=O)(=O)n1nc(-c2ccccc2)nc1SCc1ccccc1	81.9
CC1(C)Cc2c(sc3nn[nH]c(=O)c23)CO1	94.8
O=C(c1ccco1)N1CCN(c2ncnc3c2[nH]c2ccc(Br)cc23)CC1	87.6
Cc1cccc(CCN(Cc2cc3cccc(C)c3[nH]c2=O)C(=O)N2CCOCC2)c1	71.0
O=C(c1cnn2cccnc12)N1CCN(Cc2ccc3c(c2)OCO3)CC1	105.2
Cc1ccc(-c2nnn(CC(=O)N3CCCCC3)n2)c(-n2cnnn2)c1	109.9
Nc1nc2n(n1)C(c1ccc(F)cc1)CC(c1ccc(F)cc1)N2 (stereo unspecified)	110.1
Cc1cc(C)c(NC(=O)NC(=O)c2ccc(F)cc2)c(C)n1	80.0
O=C(Oc1ccccc1N1C(=O)CCC1=O)c1ccco1	77.9
O=C(O)CCCNc1cc(N2CCC3(CC2)OCCO3)c2noc3c2c1C(=O)c1ccccc1-3	83.2
Cc1sc2nc3n(c(=O)c2c1C)NC(=O)CC3	88.6
CC(=O)c1c(N=CN(C)C)nc(C)nc1-c1ccccc1	88.5
Cc1ccc2cc3cc(C(=O)N4CCCCCC4)oc3nc2c1	79.6
C=CCN1C(=O)C2C(C(=O)NC3CCCCC3)C3C=CC2(O3)C1C(=O)NC1CCCC1 (stereo unspecified)	88.2
Cc1ccc2cc(C(c3nnnn3C(C)(C)C)N3CCCCCC3)c(=O)[nH]c2c1 (stereo unspecified)	107.4
CC(C)OCCCNC(=O)CCc1nc(-c2ccccc2)no1	87.3
Cc1cc(C)n(-c2cccc(Cl)c2)c(=O)c1C#N	80.9
COC(=O)c1[nH]c2ccccc2c1NC(=O)CNC1CCCCC1	93.8
O=S(=O)(c1cccs1)n1nnc2ccccc21	90.7
CC(C)(C)OC(=O)N1CCC[C@H]1C(=O)NCC1CCC(C(=O)O)CC1 (stereo partly specified)	95.4
c1ccc(-c2noc(-c3cccnc3)n2)nc1	102.2
Fc1ccc(CN2CCSCC2)cc1Br	85.4
COc1cccc(C2C(C(=O)c3cccs3)=C(O)C(=O)N2CCN(C)C)c1OC (stereo unspecified)	104.1
COc1ccc(OC)c2c(N)c(C#N)c(C(F)(F)C(F)(F)F)nc12	57.9
CCC(=O)Oc1oc(-c2ccccc2)nc1C=Nc1ccccc1OC	92.7
CCc1nc(C)cn1S(=O)(=O)c1cc(Br)ccc1OC	95.9
COc1cccc(-n2nnnc2SCC(=O)NCc2ccco2)c1	91.7
COc1cccc(N2C(=O)C3CCCN3C2c2ccc(F)cc2)c1 (stereo unspecified)	85.5
COC(=O)c1cc(Oc2ccc(C(=O)OC)cc2N)cc(C(=O)OC)c1	78.7
CCOC(=O)CNC(=O)CSc1nnnn1-c1cc(C)ccc1C	91.9
c1ccc(-c2csc3ncn4cnnc4c23)cc1	114.3
COc1ccc(CNC(=O)C2CC=CCC2C(=O)O)cc1OC (stereo unspecified)	96.7
COc1cc(NS(=O)(=O)c2ccc(F)cc2)c(OC)cc1NC(=O)C1CC1	87.2
O=P(O)(CP(=O)(c1ccccc1)c1ccccc1)c1ccccc1	114.1
COc1ccc(S(=O)(=O)N(CCc2ccccc2)CC(=O)N2CCOCC2)cc1	96.5
CCCc1cc(=O)[nH]c(NCc2ccc(Cl)cc2)n1	85.7
CCOc1ccccc1-c1cc(-c2ccc(OC)cc2)nc2c1c(=O)n(C)c(=O)n2C	78.6
Clc1ccc2c(c1)CNc1c(ncnc1N1CCOCC1)O2	80.6
Cc1cc2ccccc2c(=O)n1CC(=O)NCC(=O)N(C)Cc1ccccc1	97.7
CCCCOC(=O)CSC1=C(C#N)C(c2ccc3c(c2)OCO3)CC(=O)N1 (stereo unspecified)	76.3
COc1ccc2c(c1)C(C)=CC(C)(C)N2C(=O)CNCc1ccc2c(c1)OCO2	71.5
N#Cc1nc(-c2ccc(OCc3ccccc3)cc2)oc1NCc1ccco1	95.9
CCOc1ccccc1OCC(O)CNC (stereo unspecified)	113.9
COc1ccc(NC(=O)N2CCCC2C(=O)Nc2ccc(C)c(Cl)c2)cc1 (stereo unspecified)	92.6
Cc1cc(C)nc(N2CCC(C(=O)Nc3ccc4c(c3)CCC4)CC2)n1	83.0
O=C(NCCc1ccccc1)c1ccccc1NS(=O)(=O)N1CCCC1	81.0
c1ccc(OCCN2C3=NCCN3c3ccccc32)cc1	93.9
Cc1cc(OCC(=O)NCCCN2CCOCC2)cc(C)c1Cl	95.0
O=C(NCc1ccccc1)c1cccnc1N1CCOCC1	92.2
O=C(c1cccc(-n2cnnn2)c1)N1CCOCC1	94.7
CCCCCC(=O)Nc1ccc(N2CCN(CC)CC2)c(Cl)c1	81.0
CCOC(=O)C1CCN(C(=O)CCc2ccccc2)CC1	106.7
CC(C)C(=O)Nc1cccc(-c2nc3ccccc3o2)c1	88.2
Cc1cc(N2CCC(C(=O)NC3CC3)CC2)nc(-c2ccccc2)n1	89.8
O=C(Nc1ccc(F)cc1F)c1noc2c1CCC2	104.4
O=C(NCC(c1cccnc1)N1CCN(c2ccc(F)cc2)CC1)c1cccc(Cl)c1 (stereo unspecified)	91.3

Two of the compounds above, as labelled records.
structure: C=CCNC(=O)CCCCC(=O)NCC=C
  SKBR3 24h inh = 111.6
structure: CCOc1ccc(Nc2oc(Cc3ccccc3)nc2C#N)cc1
  SKBR3 24h inh = 87.1

Other compounds.
SMILES	SKBR3 24h inh
CCN(CC)C(=O)CSc1nc(C)cc(-c2cccs2)c1C#N	94.9
O/N=C1\CCCc2oc3c(c21)CCCC3	84.8
CCC(=O)N1CCN(c2ccccc2NC(=O)c2cccc(C)c2)CC1	81.1
CC(=O)c1cccc(NC(=O)N2CCCc3ccccc32)c1	81.8
CCOC(=O)C1CCN(C(=O)CN(c2ccc(Cl)c(C(F)(F)F)c2)S(C)(=O)=O)CC1	88.1
COc1cccc(C(=O)N(CN2CCCC2=O)c2ccccc2OC)c1	88.8
CCCC(CCC)C(=O)Nc1ccncc1	87.9
COc1ccc(CNC(=O)C(C#N)c2nc3ccccc3nc2N2CCN(C)CC2)cc1 (stereo unspecified)	87.6
CC(=O)c1ncnn1CC(=O)c1ccc(Cl)cc1Cl	70.2
CCC(=O)Nc1nc2ccccc2n1CCN1CCOCC1	91.5
O=C(COc1ccccc1)N1CCNC1=O	93.7
O=C1NC2(Nc3ccccc31)C(=O)Nc1ccccc12 (stereo unspecified)	96.9
O=C1c2oc3ccc(F)cc3c(=O)c2C(c2ccccc2)N1CC1CCCO1 (stereo unspecified)	78.9
COc1cc(OC)c(C2C3=C(CCCC3=O)Nc3nc4ccccc4n32)cc1OC (stereo unspecified)	74.8
COc1cccc(-c2cc(C(F)(F)F)n3ncc(C(=O)O)c3n2)c1	94.0
N#Cc1cc2ccccc2nc1SCC(=O)Nc1ccc(S(=O)(=O)N2CCCC2)cc1	56.0
CCc1cc(C)cc(OCCNC(=O)c2ncn[nH]2)c1	92.2
COc1ccc(/C(O)=C2/C(=O)C(=O)N(CCCN(C)C)C2c2ccccc2)cc1OC (stereo unspecified)	117.5
CCn1c(CC(=O)Nc2cccc(OC)c2)nnc1SCC(=O)Nc1nccs1	120.9

Arranged by length of the SMILES (falling): 4 of the compounds above.
SMILES	SKBR3 24h inh
COc1ccc(CNC(=O)C(C#N)c2nc3ccccc3nc2N2CCN(C)CC2)cc1 (stereo unspecified)	87.6
O=C(Nc1ccc(Br)c2cccnc12)c1ccc(Cn2cc(Cl)cn2)o1	77.1
N#Cc1nc(-c2ccc(OCc3ccccc3)cc2)oc1NCc1ccco1	95.9
Cc1cc(C)c(NC(=O)NC(=O)c2ccc(F)cc2)c(C)n1	80.0

High-throughput results as filed in PubChem BioAssay.
